RmlC RmlD mix = RmlC and RmlD coupled enzyme inhibitors, primary screen, biochemical, 384-well, compound mixtures, retest. RmlC/RmlD coupled enzyme inhibition, 384-well mixture HTS. inhibition, % at 5.5 µM. 110,000 compounds, 0.39% hits. AID 1532, 2009; in the data active means inhibition above about 30%, passing the limit was not always enough; further: strong numbers were not always called active
RT RNaseH block = HIV-1 RT RNase H inhibitors, primary screen, biochemical, fluorescence; inhibition, % at 10 µM; AID 565, 2006; RT-RNase H RNA/DNA duplex cleavage; 65,000 compounds, 1.9% hits; in the data active means inhibition above about 50%
Starred values were filed as active, the others as inactive. An excerpt (hit frequency here may not be typical).

For COCCNC(=O)c1cn(C)c(=O)c2cc(OC)c(OC)cc12 the results were RmlC RmlD mix -7.7 and RT RNaseH block -11.3.
Screening Cc1cc(C(C)(C)C)cc(C)c1CC1=NCCN1 returned RmlC RmlD mix 10.5 and RT RNaseH block -6.2.
`Cc1cccc(CC2CC(=O)N(c3ncccn3)C2=O)c1` (centres undefined) gave RmlC RmlD mix -9.5 and RT RNaseH block -1.9.
For CCn1c(=O)n(CCOC)c(=O)c2c3c(sc21)CCCC3 the results were RmlC RmlD mix 4.9 and RT RNaseH block -17.7.
Screening O=C(Oc1ccc(Cl)cc1)N1CCCCC1 returned RmlC RmlD mix -12.9 and RT RNaseH block -8.4.
COc1cccc(/C=C2/SC(=S)N(CC(=O)Nc3nnc(C)s3)C2=O)c1 was read as RmlC RmlD mix -10.0.
COc1cccc(C(=O)OCCN(C)C(C)(C)C)c1 was read as RT RNaseH block 1.2.
For Clc1ccc(-c2nnc(-c3ccccc3)nc2N2CCSCC2)cc1 the results were RmlC RmlD mix 5.1.
For CCOC(=O)c1cc(C(=O)OCC)c2ccccn2c1=O the results were RmlC RmlD mix 70.7*.
Nc1cc(=O)[nH]c(SCC(=O)N2CCc3ccccc3C2)n1 was read as RmlC RmlD mix 3.2.
`COc1ccc(C2C(C(C)=O)=C(O)C(=O)N2c2nccs2)cc1` (centres undefined) gave RmlC RmlD mix -11.5.
`CC(C)(C)C(=O)CC1(O)C(=O)N(Cc2ccc(Cl)cc2)c2ccccc21` (centres undefined) gave RmlC RmlD mix -13.9.
Screening CCOC(=O)C1CCN(C(=O)c2ccccc2NC(C)=O)CC1 returned RmlC RmlD mix 9.8 and RT RNaseH block -1.1.
`Cc1ccc(-c2csc3ncnc(-n4nc(C)cc4N)c23)cc1` gave RmlC RmlD mix -2.3 and RT RNaseH block -9.8.
`O=C(CSc1nc2cc3c(cc2c(=O)n1CCC1=CCCCC1)OCO3)NCc1ccco1` gave RT RNaseH block 24.4.
For c1ccc(N2CCN(c3nc4cc5c(cc4s3)OCCO5)CC2)cc1 the results were RmlC RmlD mix 3.8 and RT RNaseH block 17.5.
O=C(NC1CC1)c1cc(Cl)ccc1[N+](=O)[O-] was read as RmlC RmlD mix 17.7.
For CC1C/C(=N/NC(=O)c2cccs2)CC(C)(C)C1 (centres undefined) the results were RmlC RmlD mix -9.7.
`Cc1c(C(=O)OC(C)C)nnn1-c1nonc1N` gave RmlC RmlD mix -25.6.
Screening CCc1[nH]nc2c1C(c1ccc(Br)s1)C(C#N)=C(N)O2 (centres undefined) returned RmlC RmlD mix 2.6 and RT RNaseH block -1.0.

Reprinted from the part before: 5 entries, then new ones.
For c1ccc(N2CCN(c3nc4cc5c(cc4s3)OCCO5)CC2)cc1 the results were RmlC RmlD mix 3.8 and RT RNaseH block 17.5.
O=C(NC1CC1)c1cc(Cl)ccc1[N+](=O)[O-] was read as RmlC RmlD mix 17.7.
For CC1C/C(=N/NC(=O)c2cccs2)CC(C)(C)C1 (centres undefined) the results were RmlC RmlD mix -9.7.
`Cc1c(C(=O)OC(C)C)nnn1-c1nonc1N` gave RmlC RmlD mix -25.6.
Screening CCc1[nH]nc2c1C(c1ccc(Br)s1)C(C#N)=C(N)O2 (centres undefined) returned RmlC RmlD mix 2.6 and RT RNaseH block -1.0.
`COc1ccccc1NC(=O)c1ccc(S(=O)(=O)N2CCCC2)cc1` gave RmlC RmlD mix 9.0 and RT RNaseH block -7.0.
Screening COC(=O)c1c(C)[nH]c(C(C)=O)c1C returned RmlC RmlD mix 12.3 and RT RNaseH block -1.1.
Screening Clc1cccc(CN2CCCCC2c2cccnc2)c1 (centres undefined) returned RmlC RmlD mix -7.8 and RT RNaseH block -22.8.
For C=C(C)C(=O)N1CC2(CC(c3cccc(NC(=O)CC)c3)=NO2)C[C@H]1C(N)=O (some centres undefined) the results were RmlC RmlD mix -10.7.
`Cc1ccc(N2CCN(C(=O)c3ccccc3NC(=O)/C=C\C(=O)O)CC2)cc1` gave RmlC RmlD mix 14.8.
`CCCC(C(=O)N1CCOCC1)N1C(=O)C2C3C=CC(C3)C2C1=O` (centres undefined) gave RmlC RmlD mix -16.3 and RT RNaseH block -4.1.
`CC(=O)Nc1cccc(NC(=O)c2cc3ccccc3o2)c1` gave RmlC RmlD mix -7.2 and RT RNaseH block -8.7.
`O=C(Nc1cccc(F)c1)OC(CN1CCCCC1)C(F)(F)F` (centres undefined) gave RmlC RmlD mix 4.2.
For Cc1cc(NC(=O)NC2CCCN2S(=O)(=O)c2ccc(Cl)cc2)no1 (centres undefined) the results were RmlC RmlD mix -148.2 and RT RNaseH block -3.3.
COc1ccc(-c2noc(CN3C(=O)c4ccccc4C3=O)n2)cc1 was read as RmlC RmlD mix 5.6 and RT RNaseH block -0.9.
`c1ccc(Oc2cccc(CN3CCCCC3)c2)cc1` gave RmlC RmlD mix 7.5.
COC(=O)Cn1c(=O)c2c(nc3n2CC(C)CN3c2ccc(C)c(C)c2)n(C)c1=O (centres undefined) was read as RmlC RmlD mix 3.8 and RT RNaseH block -5.8.
c1ccc(Oc2cccc(OCCCn3cncn3)c2)cc1 was read as RmlC RmlD mix -3.8 and RT RNaseH block -36.5.
COc1cc(-c2nc3c(c(C)nn3-c3ccccc3)c3cc(OC)c(OC)cc23)ccc1O was read as RmlC RmlD mix -24.9.
CCOC(=O)c1cnn(-c2ncnc3c2oc2ccccc23)c1N was read as RmlC RmlD mix 4.9 and RT RNaseH block 1.2.
`COc1ccccc1NC(=O)CN(c1ccccc1F)S(C)(=O)=O` gave RmlC RmlD mix 9.0 and RT RNaseH block -5.2.
Screening COc1ccc2ccccc2c1C(O)c1nccn1C (centres undefined) returned RmlC RmlD mix 7.7 and RT RNaseH block -12.2.
`Cc1onc(-c2ccccc2Cl)c1C(=O)Nc1ccc(-c2cn3cccnc3n2)cc1` gave RmlC RmlD mix 48.0 and RT RNaseH block -9.9.
`Oc1ccccc1-c1nc(N2CCN(Cc3ccccc3)CC2)c2ccccc2n1` gave RmlC RmlD mix -3.6 and RT RNaseH block -4.1.
CCOCCCN1C(=O)CN(C2CCCCCC2)C(=O)C1c1ccc(OC)cc1 (centres undefined) was read as RmlC RmlD mix 9.3 and RT RNaseH block -6.6.

Structures above containing a furan ring, fused or not (3):
`O=C(CSc1nc2cc3c(cc2c(=O)n1CCC1=CCCCC1)OCO3)NCc1ccco1` gave RT RNaseH block 24.4.
`CC(=O)Nc1cccc(NC(=O)c2cc3ccccc3o2)c1` gave RmlC RmlD mix -7.2 and RT RNaseH block -8.7.
CCOC(=O)c1cnn(-c2ncnc3c2oc2ccccc23)c1N was read as RmlC RmlD mix 4.9 and RT RNaseH block 1.2.

Next section:
Screening NCCc1nnc(SCc2c(F)cccc2Cl)o1 returned RmlC RmlD mix 3.8 and RT RNaseH block -6.9.
Screening Cc1ccc(OCC(=O)N/N=C/c2cn[nH]c2-c2ccc(Cl)c(Cl)c2)cc1 returned RmlC RmlD mix -11.1.
`CCCCNC(=O)Nc1nnc(-c2ccccc2)o1` gave RmlC RmlD mix -11.9.
Screening CC(NS(=O)(=O)c1ccccc1)C(=O)Nc1nccs1 (centres undefined) returned RmlC RmlD mix -16.3 and RT RNaseH block 11.9.
`COc1ccccc1C(O)Cc1nc2ccccc2n1C` (centres undefined) gave RmlC RmlD mix -14.8.
For CCOC(=O)N1CCC(NC(=O)CCc2nc(-c3ccc(C)cc3)no2)CC1 the results were RmlC RmlD mix -12.0 and RT RNaseH block -4.2.
Screening COC(=O)C(C)Oc1cc(C)cc2oc(=O)c3c(c12)CCC3 (centres undefined) returned RT RNaseH block 1.8.
For CCOC(=O)c1cnc2ccc(Br)cc2c1NCCO the results were RmlC RmlD mix -4.2 and RT RNaseH block -6.7.
Screening CCOc1ccc2nc(NCCCNS(=O)(=O)c3ccc(C)cc3)c(C#N)cc2c1 returned RmlC RmlD mix -24.4.
`CCCCC(c1nnnn1CC1CCCO1)N1CCN(Cc2ccccc2)CC1` (centres undefined) gave RmlC RmlD mix -11.3.
Screening CC(C)CC(NC(=O)C(NC(=O)OC(C)(C)C)C(C)C)C(=O)N1CCCC1C(N)=O (centres undefined) returned RmlC RmlD mix 6.7 and RT RNaseH block -1.8.
Screening CC1(C)CC(=O)C2=C(C1)NC(SCC(N)=O)=C(C#N)C21CCCCC1 returned RmlC RmlD mix 11.1.
COc1ccc(-c2csc3nc(C)n(-n4cccc4)c(=O)c23)cc1OC was read as RmlC RmlD mix 3.6 and RT RNaseH block -15.7.
Screening COc1ccccc1NC(=O)C(CC=C(Cl)Cl)C(C)=O (centres undefined) returned RmlC RmlD mix -8.1.
`CCS(=O)(=O)N1CCCC(C(=O)NCCc2ccc(OC)c(OC)c2)C1` (centres undefined) gave RmlC RmlD mix -6.4 and RT RNaseH block 1.5.
`COc1ccc(-c2nc3n(c(=O)c2C#N)CCCS3)cc1` gave RmlC RmlD mix 15.5 and RT RNaseH block -7.5.
For CCN(CC)S(=O)(=O)c1cccc(C(=O)NC(C(=O)NC2=NCCS2)C(C)C)c1 (centres undefined) the results were RmlC RmlD mix 1.7 and RT RNaseH block -5.0.
For C=CCn1c(Oc2cc(C)ccc2C)nc2c1c(=O)n(C)c(=O)n2C the results were RmlC RmlD mix 5.4 and RT RNaseH block -33.6.
For CCc1ccc(N(C(C)=O)C2C=CS(=O)(=O)C2)cc1 (centres undefined) the results were RmlC RmlD mix -1.0 and RT RNaseH block 3.8.
`Cc1nc2c(=O)n(C)c(=O)[nH]c2n1Cc1ccccc1` gave RmlC RmlD mix -5.3 and RT RNaseH block -2.0.
`O=C(Nc1cnc2sccn2c1=O)c1ccc(Cl)cc1Cl` gave RmlC RmlD mix -4.9.
Screening COc1ccccc1[C@@H]1C(c2ccc(F)cc2)=NN(c2ccccc2)[C@H]1C(=O)N1CCOC1=O returned RmlC RmlD mix -35.8.
For NC(=O)c1ccc(-n2nnnc2SCC(=O)Nc2ccccc2-c2ccccc2)cc1 the results were RmlC RmlD mix -58.3.
For Cn1c(SCC(=O)NC2CCCCC2)nnc1-c1cc2ccccc2o1 the results were RmlC RmlD mix 2.6.
Screening O=C(CS(=O)(=O)c1cn(Cc2ccc(F)cc2)c2ccccc12)N1CCOCC1 returned RmlC RmlD mix 9.8.
`CN(C)S(=O)(=O)c1ccc(C(=O)NCCOc2ccccc2)cc1` gave RmlC RmlD mix 53.4 and RT RNaseH block -4.7.
`CC(C)N(CCNC(=O)C1CCC(=O)N1Cc1ccc(F)cc1)Cc1ccccc1` (centres undefined) gave RmlC RmlD mix -4.3 and RT RNaseH block -1.2.
For OC(COc1ccccc1Cl)CN1CCN(CC(O)COc2ccccc2Cl)CC1 (centres undefined) the results were RmlC RmlD mix 1.7 and RT RNaseH block 5.5.
`O=C(O)Cn1nnn(-c2ccccc2)c1=S` gave RmlC RmlD mix -9.2 and RT RNaseH block 3.6.
Cc1cc(N=Cc2cc(Br)ccc2O)no1 was read as RmlC RmlD mix -8.1 and RT RNaseH block -1.2.
For CC(C)C(NC(=O)C1CCCCC1)C(=O)NC1CCN(Cc2ccccc2)CC1 (centres undefined) the results were RmlC RmlD mix -30.9 and RT RNaseH block -6.8.
For O=C(NCc1ccc2c(c1)OCO2)C1CCCN(C(=O)c2ccc(Cl)cc2)C1 (centres undefined) the results were RmlC RmlD mix 3.0.
Screening COc1ccccc1CNC(=O)CCNS(=O)(=O)c1cccc2nsnc12 returned RmlC RmlD mix -178.2.
Cc1ccccc1NC(=O)Cn1nnc(-c2ccc(N3CCOCC3)cc2)n1 was read as RmlC RmlD mix -18.4 and RT RNaseH block 28.5.
`CSc1nnc([C@H](C)NC(=O)OC(C)(C)C)o1` gave RmlC RmlD mix 7.9 and RT RNaseH block 1.5.
For Cc1cc(C)c(C(=O)CSC2=NC(N)=C(C#N)C3(CCCCC3)C2C(N)=O)cc1C (centres undefined) the results were RmlC RmlD mix 7.0.
For COc1ccc(-n2c(SCC(=O)N3CCCCC3)nc(O)cc2=O)cc1 the results were RmlC RmlD mix -10.6 and RT RNaseH block 1.1.
Screening Cc1c(NC(=O)CN2CCCc3ccccc32)c(=O)n(-c2ccccc2)n1C returned RmlC RmlD mix 75.0 and RT RNaseH block -5.4.
Screening Cc1ccccc1C(=O)Nc1nc2n(n1)C(c1ccccc1)CC(=O)N2 (centres undefined) returned RmlC RmlD mix -11.7.
`O=S(=O)(NCCSc1ccccc1)c1cccs1` gave RmlC RmlD mix 4.6 and RT RNaseH block -53.1.
O=C(CSc1nc2ccccc2o1)Nc1nncs1 was read as RmlC RmlD mix 3.9.
CCOC(=O)CSc1nnc(Cc2ccccc2)n1Cc1ccco1 was read as RmlC RmlD mix -5.8 and RT RNaseH block 8.1.
Screening O=C(N/C(=N\O)c1ccccc1)Nc1ccc(Cl)cc1 returned RmlC RmlD mix -6.8 and RT RNaseH block -2.6.
COc1ccc(-c2csc(NC(C)c3nc4cc(Cl)c(Cl)cc4n3CCOCCO)n2)cc1 (centres undefined) was read as RmlC RmlD mix -16.0.
`CC1=C/C(=N\OS(=O)(=O)c2ccccc2)C(C)=CC1=O` gave RmlC RmlD mix -15.1.
For COC(=O)[C@H](Cc1ccccc1)NC(=O)N1CCCCC1C (some centres undefined) the results were RmlC RmlD mix -13.5 and RT RNaseH block 0.2.
Screening CCN(CC)S(=O)(=O)c1ccc(NC(=O)CN(c2cccc(C)c2)S(C)(=O)=O)cc1 returned RmlC RmlD mix -11.6.

Screening results: PubChem, several laboratories
